# Assay outcomes: PubChem, several laboratories
# Dynein transport = inhibitors of GR-EGFP nuclear translocation, primary screen, dynein cargo transport inhibitor project, imaging, high-content, 3617.4 mouse cells; test concentration mostly 20 µM; stimulated with dexamethasone, 1 µM; active compounds read low; z-score, hits read low; 220,000 tested, 0.47% active;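 active = plate z-score of nuclear minus cytoplasmic receptor signal below a set negative limit, without overly bright fluorescence or cell loss, cut at about -3.5 in these data, passing the limit was not always enough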;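 also: z-score of nuclear minus cytoplasmic ring GR-EGFP intensity difference per well; some compounds called inactive have numbers as strong as hits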
#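 Also added: dexamethasone, 1.0 µM final. Medium: tet-free, stripped-serum medium. Detection: fixed, Hoechst-stained cells imaged at 10x for EGFP. Read-out: nuclear-to-cytoplasmic GR-EGFP distribution per well. Times: induction 48 h, compound 1 h, agonist 30 min.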
# MT stabilizer = microtubule stabilizers in HeLa cells, primary screen, imaging, high-content imaging. HeLa tubulin immunostaining HCS, 24 h; share of cells brighter than vehicle mean+2SD. % tubulin-high responders, % at 10 µM. 200,000 tested, 0.83% active. AID 2205, 2009;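 active = plate Z-score above 3 for both tubulin-high and condensed-nucleus cell shares, with cell loss under 80%, at 10 µM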;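 also: anti alpha tubulin signal scored within the nucleus-defined area of each cell; some results filed as inactive read as strong as hits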
# Yfh1-depleted yeast = enhancers of respiration in Yfh1-depleted yeast, dose response, Friedreich's ataxia, plus single-dose screen (AID 1465); 220,000 tested, 0.074% active; fold induction at 50 µM, or EC50 in µM where a hit was titrated; S. cerevisiae Yfh1-off respiration, WST-1 reduction, 72 h; higher fold induction means a stronger effect;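 active = fold induction of absorbance versus untreated yeast above a set limit, then at least 30% activation at any dose in follow-up; inconclusive = repeats straddling the limit, or above it without dose testing; inactive = fold induction below the set limit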;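 also: activators that raise dye reduction in frataxin-depleted yeast; strong numbers were not always called active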
# WT yeast gro inh = growth inhibition of WT strain, primary screen, mitochondrial fusion inhibitor project, WT and mutant strains, chemical genetic; 190,000 tested, 2.1% active; inhibition, % at 10 µM; mitochondrial fusion phenotypic screen; AID 1362, 2008; in the data active = inhibition above about 58%; tested in S. cerevisiae
# Ins promoter up = insulin promoter activators in MIN6 cells, imaging, high-content screening, mouse beta cells; MIN6 insulin promoter-GFP reporter; active compounds read high; 190,000 tested, 0.3% active; z-score at 5 µM;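 active = z-score above 3 at 5 µM with at least 500 cells counted in the well; inconclusive = wells under 500 cells, flagged as cytotoxic or low count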
# HIV fusion peptide = inhibitors of HIV fusion peptide binding, primary screen, biochemical, uHTS, fluorescence dequenching (AID 1986). cell-free peptide binding, fluorescence dequenching, 30 min; higher % means a stronger effect. inhibition, % at 20 µM; hits with a dose series show IC50 in µM. 290,000 tested, 0.3% active; in the data active = inhibition mostly above about 52%, no sharp cut-off; inactive = mostly below about 76%; also: some results filed as inactive read as strong as hits
# b-catenin transl = modulators of beta-catenin nuclear translocation, primary screen, imaging, HeLa cells, immunofluorescence, high-content. nuclear translocation activity, % at 5 µM. 190,000 tested, 0.3% active. AID 1665, 2009;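 active = nuclear translocation activity above 50% at 5 µM, with a well cell count of 50 or more; inconclusive = wells under 50 cells across six images, flagged as toxic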;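 also: per-cell ratio of nuclear to cytoplasmic median beta-catenin stain intensity; plate controls were DMSO negative control for no effect and GSK-3 inhibitor IX positive control for full effect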
#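 test system = HeLa cells, endogenous beta-catenin | dosing = single 5 µM dose plus 0.02–20 µM confirmation series | times = compound treatment 24 h, 37°C, 5% CO2 | technique = beta-catenin immunofluorescence imaging with DAPI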
# Autophagy mod = autophagy modulators in MEF cells, primary screen, imaging, high-content, MEF GFP-LC3 | calls only at 10 µM (by protocol) | MEF GFP-LC3 puncta imaging; test concentration mostly 10 µM | AID 463193, 2010 | 190,000 tested, 0.98% active;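 active = percentage of spot-positive cells more than 3 SD above its plate mean, without a fluorescence outlier flag or 80% toxicity; inconclusive = no clear call, values can overlap the other calls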;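 also: spot-positive cell cutoff set from DMSO-treated cells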
# AID2073 = inhibitors of Mint1-CaV2.2 protein interaction, biochemical, HTRF (AID 2073). Voltage-dependent N-type calcium channel subunit alpha-1B (Homo sapiens). inhibition, % at 20 µM; hits with a dose series show IC50 in µM. 290,000 tested, 0.19% active. HTRF protein-protein interaction, Mint1-CaV2.2; higher % means a stronger effect; in the data active = inhibition mostly above about 51%, no sharp cut-off; inconclusive = no clear call, values can overlap the other calls; inactive = mostly below about 53%; also: some results filed as inactive read as strong as hits
# WT yeast gro inh mutant strain = recorded beside WT yeast gro inh, whose call it bears; inhibition, %; mitochondrial fusion phenotypic screen, mutant strain inhibition
# Dynein transport cytoplasmic EGFP = recorded beside Dynein transport, whose call it bears; z-score; measured here: cytoplasmic GR-EGFP intensity; active compounds read high
# Dynein transport nuclear GR-EGFP = further read-out of Dynein transport, marked with its call; z-score; measured here: nuclear GR-EGFP intensity;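 lower value marks the stronger effect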
# Dynein transport cell count = further read-out of Dynein transport, marked with its call; z-score; measured here: cell count per field
# Ins promoter up cell count = second read-out of Ins promoter up, no call of its own (marks repeat the call); cell count; measured here: cytotoxicity, nuclei count;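 total cells summed across four imaged fields per well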
# b-catenin transl cell count 5 µM = recorded beside b-catenin transl, whose call it bears; cell count; measured here: cell count, cytotoxicity flag
# MT stabilizer Hoechst-high % = second read-out of MT stabilizer, no call of its own (marks repeat the call); % Hoechst-high responders; measured here: nuclear condensation Hoechst responders;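 share of cells brighter than vehicle mean plus two SD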
# MT stabilizer cytotoxicity % = further read-out of MT stabilizer, marked with its call; toxicity, %; measured here: cytotoxicity by cell density;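 0% = mean cell density of plate MIN control wells and 100% = no cells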
# Autophagy mod cell loss 18 h = second read-out of Autophagy mod, no call of its own (marks repeat the call); toxicity, %; measured here: cell loss, nuclei count;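 cell loss after 18 h compound exposure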
# * = called active by the depositor; i = inactive; ? = inconclusive; · = no result given; + = active, no number.
SMILES,Dynein transport,Dynein transport cytoplasmic EGFP,Dynein transport nuclear GR-EGFP,Dynein transport cell count,MT stabilizer,MT stabilizer Hoechst-high %,MT stabilizer cytotoxicity %,Yfh1-depleted yeast,WT yeast gro inh,WT yeast gro inh mutant strain,Ins promoter up,Ins promoter up cell count,HIV fusion peptide,b-catenin transl,b-catenin transl cell count 5 µM,Autophagy mod,Autophagy mod cell loss 18 h,AID2073
N#CC(C#N)=C1CCc2ccccc2N1,1.4,-0.23,0.57,-0.55,3.6,1.9,5.6,?,-18,-2,·,·,-1.2%,5.3,418,i,-4,5%
Cc1cc(C)n(CC(C)NC(=O)CCc2nnc(CCc3ccccc3)o2)n1 (stereo not drawn),-0.39,-0.29,-0.24,0.46,4.2,1.4,3.2,i,8,6,2.1,1514,-1.0%,0.4,995,i,16,15%
Nc1ncc(N=Nc2cc(C(=O)O)ccc2Cl)s1,2.4,0.58,2.2,-2.7,·,·,·,i,·,·,1.3,853,9.2%,0.8,1340,·,·,-27%
CCOc1ccc(C2CC(c3ccc(F)cc3)Nc3nc(N)nn32)cc1 (stereo not drawn),0.52,-0.21,0.42,0.23,6.2,2.2,4.8,i,4,-2,·,·,-0.9%,-1.3,1159,i,-8,3%
Cc1cc(C(C)(C)C)cc(C)c1S(=O)(=O)N1CC(=O)Nc2ccccc21,0.038,-0.27,0.11,0.55,·,·,·,i,·,·,0.91,1079,-2.4%,2.1,1335,·,·,6%
CCOC(=O)c1c(C)n(C)c2ccc(OCC(O)Cn3nc(C)c(Br)c3C)cc12 (stereo not drawn),1.5,-0.21,1.2,-1.5,1.3,1.6,5.5,i,53,-3,-0.57,854,2.6%,-0.7,1189,i,-8,4%
Nc1nonc1-c1nc2ccccc2n1Cc1ccc(Cl)cc1,-0.61,-0.21,-0.13,0.44,5.5,2.2,8.3,i,-7,20,-0.21,1016,-1.4%,1.1,1167,i,10,-3%
CCC(C)(C)c1ccc(OCC(=O)N(C)C)c(C(C)(C)CC)c1,-0.45,-0.36,0.11,0.45,5.5,4.5,13,i,80*,14*,1,1386,0.7%,0.1,1481,i,8,-2%
CCCc1ccc(OCCNC(=O)C2CCCCC2)cc1,-0.76,-0.31,-0.36,0.87,1.7,1.7,10,i,29,18,1.2,1572,-1.1%,2.3,935,i,20,-9%
COc1ccc(N2CCN(c3ccc(N4C(=O)COCC4=O)cc3[N+](=O)[O-])CC2)cc1,-0.46,-0.27,0.1,0.4,5.1,2.0,4.7,i,-9,8,-0.17,1548,0.3%,2.3,1080,i,8,-11%
CCCOc1ccc(CCC(=O)N/N=C/c2ccncc2)cc1,-0.014,-0.15,0.95,-0.65,·,·,·,i,·,·,-0.14,969,-0.6%,-0.7,1337,·,·,-14%
COc1ccc(NC(=S)N(CCCN2CCCCC2)Cc2cccs2)cc1,-0.043,-0.24,0.06,0.61,2.8,0.9,7.0,i,8,-3,-0.48,1501,3.9%,0.0,1088,i,10,-12%

# Only WT yeast gro inh mutant strain, AID2073 and MT stabilizer cytotoxicity %, for 2 of the compounds above:
SMILES	WT yeast gro inh mutant strain	AID2073	MT stabilizer cytotoxicity %
Cc1cc(C)n(CC(C)NC(=O)CCc2nnc(CCc3ccccc3)o2)n1 (stereo not drawn)	6	15%	3.2
Nc1ncc(N=Nc2cc(C(=O)O)ccc2Cl)s1	·	-27%	·

# (cont.)
SMILES,Dynein transport,Dynein transport cytoplasmic EGFP,Dynein transport nuclear GR-EGFP,Dynein transport cell count,MT stabilizer,MT stabilizer Hoechst-high %,MT stabilizer cytotoxicity %,Yfh1-depleted yeast,WT yeast gro inh,WT yeast gro inh mutant strain,Ins promoter up,Ins promoter up cell count,HIV fusion peptide,b-catenin transl,b-catenin transl cell count 5 µM,Autophagy mod,Autophagy mod cell loss 18 h,AID2073
CCSc1ncnc2sc(C)c(C)c12,0.026,-0.11,0.16,2.4,5.1,2.4,2.4,i,24,10,0.75,1227,-1.1%,5.1,486,+,16*,1%
Cn1cc(/C=C(\C#N)C(=O)Nc2ncc(Cc3cccc(Cl)c3)s2)c2ccccc21,1.2,0.21,0.94,-0.17,6.8,3.6,2.2,i,1,-1,-0.62,1157,22%,-0.3,1041,i,-14,40%
CCN1C(=O)S/C(=C/c2ccc(Sc3nc4ccccc4[nH]3)o2)C1=O,-2.1,-0.2,-0.78,1.3,4.6,2.0,8.7,i,10,-9,1.1,1577,-3.1%,-1.0,1062,i,3,-8%
Cc1ccc(C)c(NC(=S)NCCc2ccc(F)cc2)c1,-0.17,-0.24,0.16,-0.01,4.9,2.1,4.8,i,69*,35*,-1.6,1446,-1.7%,1.0,1036,i,14,2%
Cc1ccccc1CNC(=O)c1ccccc1C,0.68,-0.24,0.75,0.13,1.3,1.0,8.8,i,-4,0,-0.79,1034,0.2%,·,·,i,1,-2%
CCN(CC)CCNC(=O)c1ccc(NC(=O)c2cn(-c3ccccc3)nc2-c2cccs2)cc1,-7.3*,2.4*,-2.5*,-1.9*,2.2,4.2,6.8,i,3,1,0.79,1049,1.9%,0.0,1016,+,43*,6%
O=c1c(Cl)c(Cl)cnn1Cc1ccc(F)cc1,-4.9*,2.4*,-2.1*,-1.7*,2.3,2.2,7.2,i,20,14,0.61,896,-1.8%,0.6,963,i,-3,-8%
Clc1ccc(-c2nc(C3CCCCC3)no2)cc1,-1,-0.24,-0.46,1.3,1.8,1.1,1.0,i,12,8,-0.58,1295,0.5%,-5.2,1137,i,12,-2%
CCOc1ccc(NC(=O)CN2CCN(CC(=O)Nc3ccc4c(c3)OCO4)CC2)cc1,-1.2,-0.25,-0.24,0.5,3.2,1.8,2.7,i,0,0,0.71,1305,-1.5%,-0.1,1044,i,-1,4%
COC(=O)CN(C#N)c1nc(SC)nc(N(C)C)n1,-0.46,-0.21,-0.27,1.3,4.5,2.6,7.6,i,-8,-13,-0.25,1132,0.4%,0.1,969,i,-5,-5%
O=C(Nc1nonc1-c1ccc(Cl)cc1)c1ccccc1,-0.31,-0.35,0.18,0.29,2.7,2.8,4.6,i,3,-4,-0.52,1316,2.7%,1.1,1059,i,6,13%
CCCCNC(=O)c1ccccc1NC(=O)CCSc1ccccc1,1.2,-0.25,0.073,-0.52,1.3,1.7,12,i,13,15,-0.26,1379,-0.6%,-1.1,1077,i,7,-1%
Cc1cc(-c2c(C(=O)N3CCOCC3)c(C)nn2-c2cccc(C(F)(F)F)c2)no1,-0.37,-0.29,-0.42,0.67,·,·,·,i,·,·,-1.1,1219,0.1%,-0.7,1124,·,·,-2%
COc1ccc(Cl)cc1NC(=O)CN(C)CC(=O)Nc1ccccc1C(F)(F)F,-0.6,-0.32,-0.61,0.08,2.7,2.7,1.2,i,-16,-17,0.43,1303,1.0%,·,·,i,-5,1%
O=C(NCCO)c1ccc2c3n(nc2c1)-c1ccccc1CO3,-0.41,-0.65,-0.025,-0.37,·,·,·,i,·,·,0.52,654,-0.7%,0.0,1132,·,·,13%
Cc1ccc(S(=O)(=O)NC(N)=NCCc2ccc(Cl)cc2)cc1,1.7,-0.21,0.57,-0.82,2.5,2.0,7.3,i,16,12,-4.3,600,-1.6%,-0.3,960,i,12,2%
COc1ccc(Cl)cc1NC(=O)Cn1c(NCCO)nc2ccccc21,-1.2,-0.34,-0.31,1.6,5.1,2.7,7.9,i,-9,17,-1.1,1268,1.3%,1.4,1007,i,7,-1%
C=CCn1c(O)c(N=NC(=O)CNC(=O)/C=C/c2ccco2)c2ccccc21,-0.64,0.11,-0.21,0.88,2.6,2.1,7.0,i,-1,5,0.21,1805,5.1%,-1.1,1023,i,4,32%
S=C(NCc1cccs1)Nc1ccc(Cl)cc1,-0.42,-0.24,-0.35,1,1.4,1.4,3.5,i,7,4,-0.48,1176,1.0%,-1.9,1405,i,-5,-15%
COc1ccc(NC(=O)Cc2ccc(C)c(C)c2)cc1Cl,-0.78,-0.1,-0.41,0.7,3.5,2.8,6.8,i,-5,-18,0.36,1396,-0.9%,-1.2,1146,i,-1,3%
Cc1cc(C)n(CCc2nc(-c3ccco3)cs2)n1,-1.1,-0.0053,-0.4,0.25,1.9,1.6,8.2,i,-4,-6,0.07,912,-2.7%,·,·,i,33,50%
O=S(=O)(c1cccc(NC(=S)Nc2ccc(Br)cc2Cl)c1)N1CCOCC1,3.7,-0.13,1.3,-1.7,1.9,1.2,2.9,i,18,3,0.31,1295,-0.4%,0.9,1293,i,7,-11%
COc1ccc(C2CC(c3ccccc3OC(C)=O)=NN2C(=O)/C=C/c2ccccc2)cc1OC (stereo not drawn),0.5,-0.22,0.39,-0.028,2.4,2.5,13,i,10,2,·,·,-0.7%,1.6,998,i,-10,14%
CCOc1ccc(C(Nc2ccc(C)cc2)P2(=O)OCC(C)(C)CO2)cc1 (stereo not drawn),-0.55,-0.18,-0.022,-0.011,1.9,1.8,2.8,i,4,2,-0.5,1526,-2.7%,0.3,1316,i,0,0%
CCCCN(c1ccccc1)c1ncnc2nc[nH]c12,0.18,-0.17,0.29,0.72,5.3,2.4,9.1,i,-5,-10,0.3,1302,0.7%,0.4,1089,i,-6,3%
